Assay outcomes: PubChem, National Center for Advancing Translational Sciences (NCATS)
KDM5B inh = blocks human KDM5B histone demethylase activity. Q9UGL1. KDM5B demethylase, FDH-coupled NADH fluorescence (FDH is formaldehyde dehydrogenase). Potency, µM (doses to about 57.7 µM), without a hit: top-dose activity change, negative = inhibition, most hits filed as inhibitors. 220,000 compounds, 2.6% hits. AID 1347165; active = well fitted inhibition curve with a large enough effect; inconclusive = small, poorly fitted or top-dose-only effect; inactive = no such curve, though single readings can be large or run the other way; also: 0% is about no effect; nearly all actives have a fitted effect of over 70% in size
Target sequence (Q9UGL1 whole entry, looked up): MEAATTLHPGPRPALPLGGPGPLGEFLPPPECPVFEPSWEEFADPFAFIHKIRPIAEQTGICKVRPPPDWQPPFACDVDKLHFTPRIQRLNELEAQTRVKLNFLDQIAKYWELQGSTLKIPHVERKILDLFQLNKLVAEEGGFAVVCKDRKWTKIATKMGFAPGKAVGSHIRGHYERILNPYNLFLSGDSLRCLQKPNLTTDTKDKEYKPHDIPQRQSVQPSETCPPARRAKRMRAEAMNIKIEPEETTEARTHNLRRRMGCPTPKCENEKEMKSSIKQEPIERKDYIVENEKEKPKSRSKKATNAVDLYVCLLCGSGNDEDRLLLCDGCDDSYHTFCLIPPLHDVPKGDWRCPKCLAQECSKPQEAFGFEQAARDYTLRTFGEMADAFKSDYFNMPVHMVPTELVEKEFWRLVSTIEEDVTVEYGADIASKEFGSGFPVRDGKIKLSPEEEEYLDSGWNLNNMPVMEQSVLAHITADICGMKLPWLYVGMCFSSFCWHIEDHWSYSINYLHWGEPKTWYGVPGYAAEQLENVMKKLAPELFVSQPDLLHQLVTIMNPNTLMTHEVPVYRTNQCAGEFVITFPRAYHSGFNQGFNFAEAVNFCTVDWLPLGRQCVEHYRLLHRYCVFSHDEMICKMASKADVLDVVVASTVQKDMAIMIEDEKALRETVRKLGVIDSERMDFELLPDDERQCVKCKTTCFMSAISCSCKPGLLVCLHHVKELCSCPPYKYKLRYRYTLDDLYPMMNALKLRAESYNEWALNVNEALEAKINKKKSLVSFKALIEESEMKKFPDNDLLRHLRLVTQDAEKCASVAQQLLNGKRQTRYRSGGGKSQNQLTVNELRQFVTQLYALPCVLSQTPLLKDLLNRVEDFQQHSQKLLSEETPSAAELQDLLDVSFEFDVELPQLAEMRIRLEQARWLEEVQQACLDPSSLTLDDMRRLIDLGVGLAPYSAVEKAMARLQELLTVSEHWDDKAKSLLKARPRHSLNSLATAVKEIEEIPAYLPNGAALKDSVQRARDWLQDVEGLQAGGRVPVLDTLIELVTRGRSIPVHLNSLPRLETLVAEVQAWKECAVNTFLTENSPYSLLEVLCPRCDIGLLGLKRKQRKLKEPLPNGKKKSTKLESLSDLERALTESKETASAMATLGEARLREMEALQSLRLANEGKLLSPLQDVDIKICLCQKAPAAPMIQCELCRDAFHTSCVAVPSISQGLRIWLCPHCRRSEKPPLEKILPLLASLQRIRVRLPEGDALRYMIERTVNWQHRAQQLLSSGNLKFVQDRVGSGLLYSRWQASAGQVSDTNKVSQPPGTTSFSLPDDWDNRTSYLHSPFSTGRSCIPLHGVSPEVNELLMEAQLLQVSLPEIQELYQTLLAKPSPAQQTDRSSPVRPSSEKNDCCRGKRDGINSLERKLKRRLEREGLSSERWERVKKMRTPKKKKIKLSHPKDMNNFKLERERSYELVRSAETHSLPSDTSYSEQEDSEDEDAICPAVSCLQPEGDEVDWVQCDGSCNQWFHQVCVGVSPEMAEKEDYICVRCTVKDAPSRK
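Coupled FDH/NAD⁺ fluorescence readout. KDM5BΔAP 200 nM final; compound titration, 10 min RT preincubation; substrate mix 12.5 µM H3K4me3, 25 µM 2-OG, 50 µM Fe(II), 100 µM ascorbate, 0.25 mM NAD⁺, 0.25 U/mL FDH; ΔRFU over 30 min.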
Active calls of the source: *; ? = inconclusive; & = joins results of further samples; [ ] = remark or other dose. Potency is read from the fitted curve at half-maximal effect. Not all compounds are listed; count on the stated rates, not on these rows.

SMILES	KDM5B inh
O=C(c1nnc(COc2ccc3cnccc3c2)n1-c1ccccc1)N1CCC[C@@H]1c1cccc(F)c1	?
Cc1cc(C)c2c(=O)cc(C(F)(F)C(F)(F)C(F)(F)C(F)F)oc2c1	-18%
CO[C@H]1C(=O)N(C(C)C)[C@H]1C1CCN(C(=O)CCc2nc3ccccc3s2)CC1	-1%
Cc1ccc(-c2nnc([C@H]3CCN(C(=O)NC4CCCCC4)C3)o2)cc1	?
O=C(CN1CCN(C(=O)c2nn(-c3ccccc3)c(=O)c3ccccc23)CC1)N1CCCCCC1	10%
CCCc1ccc(S(=O)(=O)N2CCN(Cc3nc4ccccc4o3)CC2)cc1	-6%
CCOc1ccc(N2CC(C)Cn3c2nc2c3c(=O)n(CC(=O)O)c(=O)n2C)cc1 (stereo unspecified)	?
CNC(=O)[C@@H]1CN(Cc2c(F)cccc2Cl)C[C@H]1CO	-13%
O=C(CN1CCN(C(=O)c2ccco2)CC1)Nc1ccccc1	30%
CNC(=O)[C@@H]1C[C@H](n2cc(CNC(=O)Nc3ccc(F)cc3F)nn2)CN1	6%
OC(CNC(=S)Nc1ccc(Cl)cc1Cl)COCc1ccco1 (stereo unspecified)	14%
Cc1cc(CN(Cc2cc(C)c(O)c(C)c2)C2CCCCC2)cc(C)c1O	?
CC1(C(=O)NCCCN2CCCC2=O)CCCCC(=O)N1 (stereo unspecified)	6%
CS(=O)(=O)Cc1ccc(C(=O)NCc2ccc(F)cc2)cc1	36%[activator]
CC(=O)Nc1ccc(S(=O)(=O)N(C)c2nc3ccccc3nc2Cl)cc1	-12%
COc1cc(NC(=O)CC2=C3CCCCC3NC2=O)cc(OC)c1 (stereo unspecified)	18%
CC(C)c1ccc(NC(=O)C(C)N(c2ccccc2)S(C)(=O)=O)cc1 (stereo unspecified)	?
O=C(CSc1nc(Cl)nc2nc[nH]c12)NCCc1ccc(Cl)cc1Cl	-15%
NC(=O)c1cccc(-c2n[nH]c3c2CC(=O)N(Cc2ccccc2)C3)c1	-4%[86.2 µM]
CCn1ncc(N2CCC(NC(=O)C(C)C)CC2)cc1=O	-1%
COc1cccc(CNC(=O)Cn2ccn3nc4c(c3c2=O)CCCC4)c1OC	?
COc1ccc(-c2cnc([C@@H]3COCCN3C3CCN(C(C)=O)CC3)[nH]2)cc1	32%[activator][86.2 µM]
O=C(CSc1nc2ccccc2s1)c1ccc2c(c1)OCCO2	7%
CCn1nccc1C(=O)N1CCCC(C(=O)NCc2ccccc2)CCNC(=O)CC1 (stereo unspecified)	8%
CCOC(=O)c1ccccc1NC(=O)c1nn(-c2ccc(C)cc2)c(=O)n(C)c1=O	?

Next part, overlapping the part above by 2 compounds.
SMILES	KDM5B inh
CCn1nccc1C(=O)N1CCCC(C(=O)NCc2ccccc2)CCNC(=O)CC1 (stereo unspecified)	8%
CCOC(=O)c1ccccc1NC(=O)c1nn(-c2ccc(C)cc2)c(=O)n(C)c1=O	?
COc1ccc(OC(C)C(=O)Nc2ccc(Br)cc2C)cc1 (stereo unspecified)	13%
CCC1CCCCN1C(=O)Cn1c(=O)n(-c2cc(C)cc(C)c2)c(=O)c2sccc21 (stereo unspecified)	14%
Cn1c(=O)c2c(nc(N(CCO)CCO)n2Cc2ccccc2)n(C)c1=O	0%
CN1C(=O)CC(C(=O)O)C12CCN(C(=O)c1ccc3c(c1)CCC3)CC2 (stereo unspecified)	-18%
CCN1CCc2c(sc(NC(=O)Nc3cccc(C)c3)c2C(N)=O)C1	?
CS(=O)(=O)c1cccc(C(=O)N2CCCCCC2)c1	20%
CCCN(CC1CCOC1)S(=O)(=O)c1ccccc1C (stereo unspecified)	5%
CC(C)NC(=O)N(C1CC1)C1CCOC2(CCN(C(=O)NC3CCCCC3)CC2)C1 (stereo unspecified)	192%[activator]
CC(C)Cn1c(N2CCN(Cc3c(Cl)cccc3Cl)CC2)nc2c1c(=O)[nH]c(=O)n2C	11%
O=C1CC(c2ccccc2)Cc2nc3nc(C(F)(F)F)nn3cc21 (stereo unspecified)	11%
Cc1ccc(-c2nc(CC(=O)NCc3ccc(F)c(C)c3)cs2)o1	?
CCc1ccc(C(=O)N2C[C@@H](F)C[C@H]2C(=O)N2CCCCC2)cc1	13%
Cc1ccc(-c2ocnc2C(=O)Nc2ccccc2C(=O)N2CCCC2)cc1	-9%
Fc1ccc(N2CCN(c3nc4ccccc4c4nc(-c5cccnc5)nn34)CC2)cc1	-16%
Cc1ccc(-n2ncc3c(NCC4CCCO4)ncnc32)cc1 (stereo unspecified)	?
CN1CC(=O)N(c2ccccc2)Cc2c(NCCCc3ccccc3)ncnc21	-5%
O=C(c1cn[nH]c1-c1ccccc1)N1CCN(S(=O)(=O)c2ccc3c(c2)CCC3)CC1	12%
COc1cc(CCC(=O)N[C@H](C2CCNCC2)C2CC(O)C2)ccc1C (stereo partly specified)	-2%
CC(=O)N1CCN(c2nc3c(C)ccc(Cl)c3s2)CC1	-12%
CCSc1ccccc1C(=O)Nc1cccc(C)c1C	-8%
CN1CCCN(C(=O)c2ccsc2)c2ccccc21	9%
Cn1ccnc1C(=O)N1CCCN(C(=O)C2CC2)c2ccccc21	6%
Cc1nnc2c3ccccc3nc(Nc3ccc(F)cc3Cl)n12	-9%
COc1cccc(N(CC(=O)N2CCC(C)CC2)S(=O)(=O)c2ccc(C)cc2)c1	-19%
O=C(CCn1c(=O)c2sccc2n(Cc2ccc(F)cc2Cl)c1=O)NCc1ccc2c(c1)OCO2	11%
Remaining list, next part:
SMILES	KDM5B inh
COc1cccc(CNC(=O)CN(C(=O)C2=C(C)OCCS2)c2ccc(Cl)cc2)c1OC	-1%
CCCCn1cc([N+](=O)[O-])nc1C	13%
COc1ccc(CCn2c(Br)nc3c(=O)n(C)c(=O)n(C)c32)cc1	-7%
O=C(Cc1ccc(-c2csc(Nc3ccc(F)cc3)n2)s1)N1CCOCC1	?
Nc1ncnc(Nc2cccc(Cl)c2)c1[N+](=O)[O-]	22%
O=C(CC1CCCN(c2cnn(CC3CC3)c(=O)c2)C1)NCCc1ccncc1 (stereo unspecified)	-16%
COc1ccc(OC)c(S(=O)(=O)NCc2cccn2Cc2cccc(C)c2)c1	-25%
OCC1CN(c2ccncn2)CC12CCN(Cc1cc(F)c(F)c(F)c1)CC2 (stereo unspecified)	9%
Cn1ccnc1C(O)c1cc2n(n1)CCN(Cc1ccc(CO)o1)C2 (stereo unspecified)	-10%
Nc1n[nH]c(CC(=O)N(Cc2ccco2)C2(C(=O)Nc3ccccc3)CCCCC2)n1	14%
COc1ccc(C(=O)CCC(=O)OCC(=O)c2ccc(Cl)cc2)cc1	14%
CC(C)(CNC(=O)C(c1ccccc1)c1ccccc1)CNC(=O)C(c1ccccc1)c1ccccc1	16%
COCCC(=O)N1CCCCC1c1noc(COc2ccc(C)cc2)n1 (stereo unspecified)	40%
O=C(CNS(=O)(=O)c1cccs1)N1CCN(c2ccccc2F)CC1	-15%
COc1ccc(S(=O)(=O)NCCc2sc(-c3ccccc3)nc2C)cc1OC	?
Cc1ccc(OCCSc2nnc(-c3cccs3)o2)cc1	-23%
Cc1cc(N2CCC(C)CC2)nc2ccc(NC(=O)c3ccccc3)cc12	-22%
Cc1nn(C)cc1CN1C[C@@H](COCC2CC2)[C@H](c2ccccn2)C1	-6%
CCc1cccc(N2C(=O)N(CC(=O)NCc3cccc(OC)c3OC)c3ccccc3S2(=O)=O)c1	-8%
COCCn1c(COc2ccc3c(c2)ncn3C)nnc1C1CC(N)C1 (stereo unspecified)	41%
CCCCn1c(N)c(N(CC(C)C)C(=O)c2c(-c3ccccc3)noc2C)c(=O)[nH]c1=O	-20%
O=C1[C@H]2CN(Cc3cc(F)cc(F)c3)C[C@H]2C(=O)N1CCc1ccccc1	7%
Cc1cc(C(=O)N[C@@H]2CN(Cc3cccnc3)C[C@H]2CN(C)C)n(C)n1	2%
CS(=O)(=O)N1CCCc2cc(C(=O)Nc3cccc(-c4nnc5n4CCCCC5)c3)ccc21	-9%
Cc1ccc(CN2CC(C(=O)Nc3ccncc3)CC2=O)cc1 (stereo unspecified)	5%

Compounds above containing a nitro group on carbon:
SMILES	KDM5B inh
CCCCn1cc([N+](=O)[O-])nc1C	13%
Nc1ncnc(Nc2cccc(Cl)c2)c1[N+](=O)[O-]	22%

In the list so far, these contain bromine:
SMILES	KDM5B inh
COc1ccc(OC(C)C(=O)Nc2ccc(Br)cc2C)cc1 (stereo unspecified)	13%
COc1ccc(CCn2c(Br)nc3c(=O)n(C)c(=O)n(C)c32)cc1	-7%

Reformatted: 4 of the compounds above.
| compound | KDM5B inh |
| --- | --- |
| Cc1nn(C)cc1CN1C[C@@H](COCC2CC2)[C@H](c2ccccn2)C1 | -6% |
| CCc1cccc(N2C(=O)N(CC(=O)NCc3cccc(OC)c3OC)c3ccccc3S2(=O)=O)c1 | -8% |
| COCCn1c(COc2ccc3c(c2)ncn3C)nnc1C1CC(N)C1 (stereo unspecified) | 41% |
| CCCCn1c(N)c(N(CC(C)C)C(=O)c2c(-c3ccccc3)noc2C)c(=O)[nH]c1=O | -20% |

(further entries)
SMILES	KDM5B inh
Cc1ccccc1OCC(=O)Nc1ccc(-c2nc3cc(Cl)cc(Cl)c3o2)cc1	-5%
CCCNC(=O)CNC(=O)Cc1c[nH]c2ccccc12	10%
CCOc1cc(C2c3c(oc4ccccc4c3=O)C(=O)N2c2ccccn2)ccc1O (stereo unspecified)	11%
O=C(c1ccc(F)cc1)N1Cc2[nH]cnc2C[C@H]1c1nc(-c2ccc3c(c2)OCO3)no1	40µM*
COc1ccc(CC(=O)NCc2cccc(SC)c2)cc1	31%
Cc1cc(O)c2c(C)c(CC(=O)NCCCOC(C)C)c(=O)oc2c1	0%
CCCc1cc(=O)oc2cc(OCC(=O)NCc3ccncc3)c(Cl)cc12	?
CN(C)S(=O)(=O)N(CC(=O)Nc1ccc(Br)cc1F)c1ccccc1	-40%
Cc1ccc(-c2noc(CN(C(=O)COc3cc(C)cc(C)c3C)C(C)C)n2)cc1	-20%
CCSCCNC(=O)c1c(C)noc1-c1cccc(F)c1	-5%
COc1ccc(C2(C)NC(=O)N(Cc3nc(-c4cccs4)oc3C)C2=O)cc1OC (stereo unspecified)	?
O=C1Cc2c(-c3ccccc3Cl)n[nH]c2CN1Cc1ccccn1	-27%[86.2 µM]
CCc1ccc(NC(=O)c2cc(C)nn2-c2ccccc2)cc1	-19%
Cc1ccc(NC(=O)Nc2c(Cl)cccc2Cl)cn1	8%
CC(C)c1nn(C)c(N(C)C)c1CNCc1ccc2c(c1)OCO2	-8%
CC1(C)[C@H]2CC[C@@H](CNC(=O)c3ccc(C(F)(F)F)cc3)[C@@H]1C2	-23%&4%[86.2 µM]
COCCNC(=O)c1cc2n(n1)CCCN(Cc1ccc(C)cc1)C2=O	-21%
O=C(Cc1c[nH]c2ncc(-c3cccnc3)cc12)NC1CC1	-15%[115 µM]
CN1CCOc2c(C(=O)NCCc3cnc[nH]3)cc(-c3ccccc3F)cc21	32µM*
C=CCNC(=S)Nc1nc2c(cc1C(=O)OCC)COC(C)(C)C2	-4%
C(=N/N=C\c1ccccn1)/c1ccccn1	10%
CCCCc1ncc(CN2CCN(C3CCCC3)C(CCO)C2)[nH]1 (stereo unspecified)	?
CCOc1cccc2cc(S(=O)(=O)c3ccc(Cl)c(Cl)c3)c(=O)oc12	-1%
CCOc1c(Cl)cc(Cl)cc1CNCc1ccccn1	5%
CCc1nncn1C1CCN(C(=O)c2ccc(C)c(C)c2)CC1	-15%
Additional compounds
SMILES	KDM5B inh
NC(=O)c1ccc[n+]([O-])c1	12%
COC(=O)c1ccc(NC(=O)CN(c2cccc(C(F)(F)F)c2)S(C)(=O)=O)cc1	-8%
CC(O)c1cc2n(n1)CCN(CCS(=O)(=O)c1ccccc1)C2 (stereo unspecified)	34%[activator]
Cc1noc([C@@H]2CN(C(=O)c3ccnn3C)C[C@H]2COCC2CC2)n1	27%
Cc1ccc(C(=O)COC(=O)C(Cc2c[nH]c3ccccc23)NC(=O)c2ccc(C(C)(C)C)cc2)cc1 (stereo unspecified)	?
O=C(NC1CCCCC1)C(c1ccccc1)N(C(=O)c1csnn1)C1CC1 (stereo unspecified)	7%
COc1ccccc1Cc1nccc(C2(c3ccccc3Cl)CCNCC2)n1	-32%
CC(C)NC(=O)c1ccccc1OCC1CCCN(C2CCC2)C1 (stereo unspecified)	-5%
Cc1ccc(CSc2nc(=O)c3c(n2C)NC(=O)CC3c2ccc(OC(C)C)cc2)cc1 (stereo unspecified)	-2%
O=C(Cn1nc2c(cc1=O)CCCC2)NC1CCCc2c1[nH]c1ccccc21 (stereo unspecified)	?
CC1=C(c2ccc(C(C)C)cc2)S(=O)(=O)N=C1N1CCC(C(=O)NCc2ccccc2)CC1	4%
C=CCNC(=S)Nc1ccc(Cl)c(Cl)c1	9%
CC(C)Oc1ccc(C(=O)N2C[C@@H]3CCN(C)C[C@]3(C(=O)O)C2)cc1	-10%
CCOC(=O)COc1ccc2c(=O)c(-c3ccc(Cl)cc3)c(C(F)(F)F)oc2c1	13%
COc1ccc(NC(C)=O)cc1NC(=O)c1cc(-c2ccco2)nc2ccccc12	?
COc1cccc(/C=C/C(=O)NNC(=O)CCN2CCN(Cc3ccccc3)CC2)c1	?
Cc1ccc(C(=O)N/N=C\c2cc(Br)c(Br)o2)cn1	-35%
CCc1ccccc1NC(=O)CCn1cnc2c1c(=O)n(C)c(=O)n2C	9%
Cc1ccc(NC(=O)Nn2cnnc2)c(C)c1	-10%
CCOC(=O)c1cc(C)n(-c2ccccc2)c1C	-3%
O=C1N2CCCC2CN1C1CCN(Cc2ccc3ccccc3c2)CC1 (stereo unspecified)	0%
